Screening results as filed in PubChem BioAssay.
MsrA inhibitor: inhibitors of bovine MsrA. purified bovine MsrA, absorbance read-out. inhibition, % at 15.5 µM. 360,000 compounds, 0.75% hits. AID 651718; in the data active means inhibition above about 4.5%;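 further: 0% = vehicle wells with enzyme and 100% = reference inhibitor wells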
NadD inh: inhibitors of Staphylococcus aureus NadD; AID 602399; inhibition, % at 20 µM; 360,000 compounds, 0.78% hits; purified NadD enzyme, colorimetric absorbance read-out; in the data active means inhibition above about 26%; further: some compounds past the cut are filed as inactive
STEP inh: inhibitors of human striatal-enriched phosphatase STEP; recombinant STEP, OMFP fluorogenic substrate, fluorescence; inhibition, % at 20 µM; 360,000 compounds, 0.25% hits;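 active means inhibition at 20 µM, scaled per plate between control wells, above about 37%, limit read from the data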;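 further: 0% = DMSO with enzyme and substrate and 100% = substrate only without enzyme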
Target sequence (P54829 whole entry, looked up): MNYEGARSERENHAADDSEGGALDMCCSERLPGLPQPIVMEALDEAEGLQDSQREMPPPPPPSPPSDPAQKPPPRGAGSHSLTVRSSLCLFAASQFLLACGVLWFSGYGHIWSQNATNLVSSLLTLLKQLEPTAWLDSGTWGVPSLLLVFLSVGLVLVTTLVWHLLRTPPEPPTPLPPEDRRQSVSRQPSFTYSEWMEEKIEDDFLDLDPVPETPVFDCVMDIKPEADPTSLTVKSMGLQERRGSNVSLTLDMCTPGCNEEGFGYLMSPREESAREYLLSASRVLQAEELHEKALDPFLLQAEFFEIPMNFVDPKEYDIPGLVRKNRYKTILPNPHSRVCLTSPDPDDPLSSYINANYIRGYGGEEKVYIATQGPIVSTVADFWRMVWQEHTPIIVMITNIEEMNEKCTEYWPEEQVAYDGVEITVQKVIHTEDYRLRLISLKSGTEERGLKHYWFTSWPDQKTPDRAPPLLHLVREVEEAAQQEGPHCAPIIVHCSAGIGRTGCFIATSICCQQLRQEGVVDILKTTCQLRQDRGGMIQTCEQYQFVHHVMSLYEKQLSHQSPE
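material = STEP tyrosine phosphatase | reagent = fluorogenic phosphatase substrate OMFP at 25 µM final | doses = single compound dose of 20 µM, 1% DMSO final | schedule = 20 min reaction, room temperature, in the dark | measured by = fluorescence, 480/540 nm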
CSN inh: blocks human CSN-mediated cullin deneddylation; Q92905; Purified CSN, SCF-Nedd8-OG deneddylation, fluorescence polarization; inhibition, % at 12.5 µM; 360,000 compounds, 0.38% hits; AID 651999;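 active means pattern-corrected inhibition above about 35%, with an unprinted fluorescence ratio check between 0.5 and 1.5, limit read from the data, passing the limit was not always enough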;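 further: 0% = enzyme with substrate and 100% = substrate without enzyme; some results filed as inactive read as strong as hits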
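Material: human Csn5 produced in HEK293T cells; Input: enzyme 0.24 nM; Reagent: SCFSkp2-Nedd8OG substrate at 10 nM final; Dosing: 12.5 µM compound; Incubation: 90 min reaction at room temperature; Detection: fluorescence polarization of the substrate; Evaluation: % inhibition of substrate cleavage by Csn5; Control set: substrate-only high control, full reaction low control.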
DNMT1 inh: DNMT1 (human) enzyme inhibition | inhibition (reported as % activation of signal), % at 10 µM | DNMT1 molecular beacon, Hinp1I cleavage, fluorescence | 360,000 compounds, 0.83% hits; in the data active means inhibition above about 50%
Tb MetRS inh: blocks T. brucei methionyl-tRNA synthetase activity | 360,000 compounds, 0.4% hits | purified T. brucei MetRS, ATP depletion, Kinase-Glo luminescence | AID 624268 | inhibition, % at 11.9 µM;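 active means inhibition above a per-plate cutoff of the control wells' mean inhibition plus 3 SD, cut at about 5.5% in these data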;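 further: 0% = DMSO wells median and 100% = median of wells with control inhibitor compound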
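Test system: purified T. brucei MetRS enzyme. Also added: ATP, methionine and E. coli bulk tRNA substrates. Compound: 11.9 µM single point. Schedule: 15 min enzyme-compound preincubation, 2 h reaction, 10 min detection, 25 °C. Signal: luciferase luminescence of residual ATP, Kinase-Glo. Evaluation: percent inhibition versus plate control medians. Controls: DMSO wells, low control.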
Rpn11 block: blocks the human proteasome subunit Rpn11 | O00487 | human 26S proteasome, Ub4-pepOG fluorescence polarization; 20S core pre-blocked with epoxomicin | calls only at 20 µM | 360,000 compounds, 0.59% hits | AID 588493;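 active means inhibition at 20 µM, scaled to each plate's controls, above about 33%, limit read from the data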
Scp1 inh: inhibitors of human Scp-1 phosphatase; inhibition, % at 20 µM; AID 493091; 340,000 compounds, 0.88% hits; Recombinant Scp1, phosphopeptide, malachite green phosphate absorbance;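 active means inhibition above about 50% at 20 µM, limit read from the data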;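 further: plate controls were DMSO wells with enzyme for no effect and wells lacking enzyme for full effect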
Target sequence (Q9GZU7 76-261 limits assumed): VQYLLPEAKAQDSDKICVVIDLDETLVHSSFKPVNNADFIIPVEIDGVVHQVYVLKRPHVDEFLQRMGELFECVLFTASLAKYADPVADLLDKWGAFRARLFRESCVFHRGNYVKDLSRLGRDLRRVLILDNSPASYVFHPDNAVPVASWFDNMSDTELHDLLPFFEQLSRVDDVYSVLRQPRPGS
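Test system: SCP-1 phosphatase catalytic domain, residues 76-261; measured by: colorimetric phosphate reagent with accelerator and stabiliser, absorbance at 630 nm; timing: enzyme reaction 45 min at room temperature, colour 5 min, stabilisation 30 min; also added: Phosphorylated 17-residue peptide substrate; compound dosing: one concentration, 20 µM, with 1.0% DMSO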
SUMO1 PPI mod: SUMO1-SIM interaction modulation. SUMO1 binding to a labelled peptide, TR-FRET, 1 h. inhibition, % at 20 µM. 360,000 compounds, 0.33% hits. P63165; in the data active means inhibition above about 37%
LMPTP inh: LMPTP (human) inhibition; recombinant LMPTP-A, OMFP fluorogenic substrate, fluorescence intensity; inhibition, % at 20 µM; 360,000 compounds, 0.22% hits; AID 651560;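 active means compounds that cut the enzyme signal by at least half of the control window in the single-dose screen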;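 further: plate controls were DMSO wells with enzyme plus substrate for no effect and substrate without enzyme for full effect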
Target sequence (P24666 whole entry, looked up): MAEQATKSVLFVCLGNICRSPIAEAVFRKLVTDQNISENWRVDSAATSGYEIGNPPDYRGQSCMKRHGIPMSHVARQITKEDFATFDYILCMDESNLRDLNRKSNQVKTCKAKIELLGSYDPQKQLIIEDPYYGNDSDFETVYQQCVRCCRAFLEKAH
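Buffer or medium: Bis-Tris pH 6.0, DTT, detergent; Assay system: LMPTP-A enzyme; Quantity: 0.625 nM enzyme; Detection: endpoint fluorescence intensity; Times: 50 min dark incubation at room temperature; Controls: substrate-only low control, DMSO enzyme-plus-substrate high control; Doses: single 20 µM dose; Read-out: percent inhibition versus substrate-only and uninhibited controls; Reagent: 400 µM OMFP.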
Active calls of the source: *; i = inactive; . = not tested or not shown.

Second line of a record – MsrA inhibitor	NadD inh	STEP inh	CSN inh	DNMT1 inh	Tb MetRS inh	Rpn11 block	Scp1 inh	SUMO1 PPI mod	LMPTP inh
C[C@H](NC(=O)c1ccccc1Cl)C(=O)NCCc1ccc(S(N)(=O)=O)cc1
 : 1.3	-8.3	0.7	-2.3	2.4	-0.5	i	-4.7	-3.1	-1.9
CC(C)(C)C(=O)NC(NC(=S)Nc1ccc(S(N)(=O)=O)cc1)C(Cl)(Cl)Cl (stereo not drawn)
 : -0.9	2.7	3.4	-5.1	3.7	-1.3	i	0.6	10.6	-0.4
O=C(C1=C(O)C(=O)N(CCc2ccccc2)C1c1ccncc1)c1cc2ccccc2o1 (stereo not drawn)
 : 0.9	8.8	7.5	-2.8	-3.5	0.1	i	-2.5	-12.7	8.0
Cc1nc(-c2cc(-c3ccc(Cl)cc3)no2)cs1
 : 0.0	-4.5	20.2	8.9	17.3	-0.6	i	-6.8	0.6	10.5
Cc1c(C(=O)NCc2cccc(Cl)c2)sc(=O)n1Cc1ccc(C(=O)N(C)C)cc1
 : 1.1	-0.1	1.8	-5.9	-5.0	0.8	i	.	-7.8	0.8
O=C(NCc1ccco1)c1ccc(CS(=O)(=O)Cc2ccc(Cl)cc2)o1
 : 0.8	3.8	-2.5	0.8	1.8	0.3	i	-5.3	1.5	0.1
Cc1c(NC(=O)c2ccccc2)c(=O)n(-c2ccccc2)n1C
 : 0.3	-4.0	0.2	-1.5	0.1	-0.9	i	5.6	19.6	0.1
S=c1[nH]nc(Cc2cccs2)n1-c1cccc2ccccc12
 : 1.4	0.1	1.4	-12.0	4.3	-0.2	i	0.7	3.0	-1.8
COc1cc(OC)cc(C(=O)N2CCN(c3ccccn3)CC2)c1
 : -0.8	-4.2	-0.4	1.6	0.9	-0.9	i	-2.8	3.6	-0.8
CCN(CC)c1ccc(S(=O)(=O)N2CCOCC2)cc1NC(=O)C1CC1
 : 1.4	-2.0	-2.5	1.2	3.0	-0.2	i	-4.6	4.3	0.1
O=C1c2ccccc2-c2onc3ccc(N4CCCC4)c1c23
 : 0.4	10.8	-57.5	-100.7	24.8	-1.6	i	6.6	8.7	19.1
O=C(NCc1ccccc1F)C1CCN(S(=O)(=O)c2ccccc2)CC1
 : -0.8	-8.3	-0.9	2.4	4.1	-0.6	i	1.8	3.0	-1.2
CN1C(=O)N(CC(=O)N2CCN(c3ccccc3F)CC2)C(=O)C12CCCCC2
 : -0.1	-4.1	3.9	-4.1	-2.6	-0.3	i	-8.1	-6.8	-1.2
COc1ccc(Br)cc1CNC(=O)CCc1nc(-c2ccc(C)cc2)no1
 : -0.5	-8.2	-4.9	-5.0	-5.2	-1.1	i	-8.1	-0.4	2.3
OC[C@@H]1CN(CCN2CCOCC2)C[C@H](n2cnc3c(N4CCCC4)ncnc32)O1
 : 0.3	1.1	-4.6	-0.5	3.1	-0.4	i	.	-5.9	3.5
Cc1nnc2n(-c3ccccc3)c(=O)c3ccccc3n12
 : -0.1	-4.2	-2.9	4.6	-3.9	3.4	i	-9.8	7.5	-1.7
CCn1c(SCC(=O)N2CC(=O)Nc3ccccc32)nnc1-c1ccoc1C
 : 1.5	-0.6	0.2	-4.0	3.6	0.1	i	-4.8	-1.6	-1.2
CCOC(=O)C1CCCN(CCC(C)c2ccccc2)C1 (stereo not drawn)
 : 0.4	-7.2	-0.1	-3.2	2.9	0.7	i	-3.8	-3.9	1.0
CN(CC(=O)Nc1c(Cl)cccc1Cl)C(=O)C1CC(=O)N(Cc2ccccc2)C1 (stereo not drawn)
 : 1.0	2.7	3.0	-2.8	3.1	-0.3	i	-6.5	-1.9	-7.6
CC(C)n1c(SCC(=O)Nc2nc3c(s2)CCCC3)nc2c1c(=O)n(C)c(=O)n2C
 : -0.7	5.1	0.1	-2.2	-1.7	-0.7	i	-2.3	2.9	2.3
COc1ccccc1C(=O)NCC1CCN(c2ccc(S(=O)(=O)N3CCOCC3)cc2)CC1
 : -0.2	3.5	-0.4	5.7	-4.5	-0.2	i	-2.6	0.8	0.2
COc1ccc2[nH]c3c(=S)nc[nH]c3c2c1
 : 4.4	-0.8	-0.2	0.2	-1.3	0.1	i	1.4	-14.9	-21.4
CCOc1ccccc1CN1CCNC(=O)C1CC(=O)N(C)C1CCOCC1 (stereo not drawn)
 : 0.7	3.3	-0.2	7.0	-1.7	-0.2	i	-5.7	0.2	0.4
CCn1nnnc1SCC(=O)N1CCCc2ccccc21
 : 0.3	1.4	1.1	-2.8	-2.4	-0.7	i	-4.2	-4.9	-0.1
CCOC(=O)C1(C)CCCCN1C(=O)c1ccc(N(C)C)cc1 (stereo not drawn)
 : 0.2	-0.2	-3.8	1.6	3.7	-0.4	i	.	-1.1	-1.4
CCOC(=O)C1=C(N)Oc2ccc3ccccc3c2C1c1ccc(O)cc1 (stereo not drawn)
 : -1.0	0.0	-2.6	6.9	-30.5	-0.5	i	-17.8	7.0	3.7
CN1/C(=C\C(=O)c2cccnc2Cl)C(C)(C)c2ccccc21
 : 1.8	2.8	0.4	2.5	0.6	-0.7	i	-6.7	-0.7	-1.5
CCCN(C(=O)CCSc1ccc(F)cc1)c1c(N)n(Cc2ccccc2)c(=O)[nH]c1=O
 : 1.2	-7.5	-2.3	1.2	1.9	-0.2	i	-3.6	3.4	0.1
COC(=O)c1cc(-c2ccc(Br)cc2)c2c(=O)[nH]c(=O)n(C)c2n1
 : 1.7	-4.1	-5.9	-0.9	11.5	-1.6	i	2.8	-10.5	0.5
CCc1ccc(CNC(=O)c2ccc(NC(=O)C3=CSCCO3)cc2)cc1
 : 0.4	-1.5	-1.5	-3.0	-4.6	-0.3	i	-0.9	0.9	0.3
Cc1cc(NC(=O)NC2CC(=O)N(c3ccc4c(c3)OCCO4)C2)no1 (stereo not drawn)
 : 1.0	-1.2	-0.1	2.4	1.4	-0.5	i	-7.9	4.2	-0.1
CCn1nnnc1SCC(=O)Nc1ccc2c(c1)OCO2
 : 0.2	6.1	-2.5	-1.2	1.4	-0.7	i	-6.7	-2.1	-0.7
Cc1ccc(C)c(NC(=O)c2cc(S(=O)(=O)N3CCOCC3)cn2C)c1
 : 0.1	0.1	-5.1	7.3	7.5	-1.1	i	7.9	1.1	0.2
C=CCn1c[n+](CC(=O)c2ccc(Br)s2)c2ccccc21
 : 0.5	4.7	0.8	-2.5	-2.1	-0.8	i	-4.5	-6.2	10.0
Cc1ccc(NC(=O)/C(=C/c2ccco2)c2ccccc2)c(C)c1
 : 1.0	-0.2	3.7	3.0	0.0	-0.3	i	-11.2	1.3	1.4
CSc1ccc(S(=O)(=O)N2CCC(C(=O)NCC3CCCO3)CC2)cc1 (stereo not drawn)
 : 1.3	3.8	-0.4	-0.9	-0.1	-0.3	i	1.8	0.1	-0.6
CCCCN(C(C)=O)c1ccc2c(c1)C1CC2CCN1Cc1ccccc1 (stereo not drawn)
 : 0.4	-1.3	-1.9	-5.4	7.1	-0.8	i	.	5.0	-2.9
COc1ccccc1OCC(=O)Nc1ccc2c(c1)OCO2
 : -0.5	-4.4	3.0	0.0	6.1	-0.5	i	17.1	1.7	3.0
CCOC(=O)C1CCN(c2ccc([N+](=O)[O-])cc2S(=O)(=O)N2CCOCC2)CC1
 : 1.7	-6.5	0.8	6.8	-3.2	-0.1	i	-7.1	-34.0	-1.3
Cc1cccc(-c2nc3ccccc3c(=O)n2NC(=O)c2cccnc2Cl)c1
 : -0.7	1.0	-3.2	-2.2	6.6	-0.4	i	1.2	2.0	-0.7
O=C(CSc1nnc(-c2ccc(O)cc2)o1)Nc1ccccc1
 : -0.5	-0.2	-1.3	0.4	0.8	0.0	i	-5.8	20.5	-1.3
COc1ccccc1-c1cnc(C(O)c2ccc(Cl)c(Cl)c2)[nH]1 (stereo not drawn)
 : 1.2	0.1	-1.4	-1.6	-2.4	1.1	i	.	-1.1	0.9
COc1cccc(-c2nn(-c3ccccc3)cc2CNC(C)Cn2cncn2)c1 (stereo not drawn)
 : 0.3	-8.9	3.4	37.5*	-2.0	-0.8	i	-4.5	0.1	-0.3
COc1cc(/C=N/NC(=O)c2c(C)nc3ccc(Cl)cn23)cc(OC)c1OC
 : 2.9	1.4	-4.0	0.1	-1.8	0.3	i	-9.6	-18.4	-1.3
CCOC(=O)N1CCN(C(=O)CNC(=O)C23CC4CC(CC(C4)C2)C3)CC1
 : 0.5	-1.0	1.9	-2.5	-1.3	-0.4	i	1.0	1.1	-2.3

Whole records from above.
Results for CCOC(=O)N1CCN(C(=O)CNC(=O)C23CC4CC(CC(C4)C2)C3)CC1 → MsrA inhibitor: 0.5; NadD inh: -1.0; STEP inh: 1.9; CSN inh: -2.5; DNMT1 inh: -1.3; Tb MetRS inh: -0.4; Rpn11 block: i; Scp1 inh: 1.0; SUMO1 PPI mod: 1.1; LMPTP inh: -2.3
Results for COc1ccccc1-c1cnc(C(O)c2ccc(Cl)c(Cl)c2)[nH]1 (stereo not drawn) → MsrA inhibitor: 1.2; NadD inh: 0.1; STEP inh: -1.4; CSN inh: -1.6; DNMT1 inh: -2.4; Tb MetRS inh: 1.1; Rpn11 block: i; Scp1 inh: .; SUMO1 PPI mod: -1.1; LMPTP inh: 0.9
